Furin inh = human furin inhibitors, primary screen, biochemical, fluorescence intensity; P09958; purified furin, fluorogenic substrate cleavage; inhibition, % at 30 µM; 220,000 compounds, 0.061% hits; in the data active means inhibition above about 25%; further: inactives centre near -15
Target sequence (P09958 108-714 limits assumed): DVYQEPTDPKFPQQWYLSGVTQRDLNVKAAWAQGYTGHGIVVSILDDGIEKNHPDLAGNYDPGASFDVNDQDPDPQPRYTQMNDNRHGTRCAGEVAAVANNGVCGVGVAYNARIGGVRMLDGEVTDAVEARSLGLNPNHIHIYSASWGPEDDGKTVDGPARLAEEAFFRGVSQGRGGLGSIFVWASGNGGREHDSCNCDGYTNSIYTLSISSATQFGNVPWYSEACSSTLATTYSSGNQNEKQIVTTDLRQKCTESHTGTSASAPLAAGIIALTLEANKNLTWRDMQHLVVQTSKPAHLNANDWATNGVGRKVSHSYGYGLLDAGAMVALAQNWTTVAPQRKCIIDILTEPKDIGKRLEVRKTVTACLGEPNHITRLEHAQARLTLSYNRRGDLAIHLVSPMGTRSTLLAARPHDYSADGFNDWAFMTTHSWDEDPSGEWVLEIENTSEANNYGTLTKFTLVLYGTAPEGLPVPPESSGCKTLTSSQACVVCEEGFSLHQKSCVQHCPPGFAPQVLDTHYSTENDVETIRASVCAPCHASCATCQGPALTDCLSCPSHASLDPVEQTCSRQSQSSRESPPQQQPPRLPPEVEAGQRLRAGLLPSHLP
Thrombin inh = human alpha-thrombin inhibitors, primary screen, counter-screen for coagulation protease inhibitor project, biochemical, 1536-well, fluorogenic AMC substrate; Boc-VPR-AMC fluorogenic substrate cleavage; inhibition, % at 5 µM; 220,000 compounds, 0.26% hits;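 active means inhibition at or above 40%; inactive means inhibition below 40%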;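 further: 0% = enzyme with no compound and 100% = wells without enzyme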
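Test system: human alpha-thrombin; medium: pH 7.5 Tris-saline with Tween 20; times: reaction at room temperature; signal: AMC fluorescence at 355 nm excitation and 460 nm emission; also added: Boc-VPR-AMC substrate, 15 µM final; dosing: one concentration per compound, 5 µM, with 0.2% DMSO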
FXIIa inh 1536 = human FXIIa protease inhibitors, primary screen, biochemical, 1536-well; Coagulation factor XII (Homo sapiens), P00748; purified FXIIa, Boc-QGR-AMC fluorogenic substrate, 2 h; inhibition, % at 5 µM; 220,000 compounds, 0.3% hits; AID 800, 2007; in the data active means inhibition above about 40%;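 further: 0% = enzyme with no compound and 100% = blank without enzyme; many of its hits are not listed in these tables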
p97 inhibitor = inhibitors of human p97 ATPase, primary screen, biochemical | Transitional endoplasmic reticulum ATPase (Homo sapiens), P55072 | recombinant p97 ATPase, Kinase-Glo ATP luminescence, 3 h | inhibition, % at 8 µM | 220,000 compounds, 0.42% hits | AID 1481, 2009; in the data active means inhibition above about 15%;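 further: 0% = DMSO vehicle and 100% = wells lacking enzyme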
Wee1 degr inh = Wee1 degradation inhibitors, primary screen, cell-based, HeLa, Wee1K328M-luciferase, luminescence. reporter increase, % at 5 µM. AID 1321, 2008. HeLa Luc-Wee1K328M stability; 100% = proteasome inhibitor MG132 effect. 220,000 compounds, 1.2% hits;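 active means activation above the mean of all tested compounds plus 3 SD, set per screening run, cut at about 8.8% in these data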;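 further: cells exposed to compound for 20 h before luminescence read; 0% = DMSO alone and 100% = MG132 at 30 µM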
Cl transport mod = KCC2 cotransporter modulators, thallium flux, primary screen, cell-based, HEK293 KCC2, FluoZin-2 fluorescence, MLSMR. KCC2 cells, thallium flux FluoZin-2 fluorescence. Solute carrier family 12 member 5 (Homo sapiens), Q9H2X9. B-score of Tl+ flux slope (higher = more flux/activation; lower = inhibition) at 10 µM. 190,000 compounds, 2.2% hits;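 active means thallium flux slope and its plate-corrected score both differing from the plate sample mean at a set confidence after two filtering rounds, in either direction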;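 further: slope of fluorescence scaled to starting intensity during 10 to 20 s after thallium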
PERK inhibitor = block of dimerizer-induced PERK translation repression, primary screen, PERK inhibitor project, CHO PERK-DD cells, SEAP luminescence, HTS | Eukaryotic translation initiation factor 2-alpha kinase 3 (Homo sapiens), Q9NZJ5 | CHO PERK-DD fusion, SEAP luminescence translation reporter | inhibition, % at 5.6 µM | 220,000 compounds, 0.17% hits | AID 1416, 2008;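 active means inhibition above the mean inhibition of all tested compounds plus 3 SD, set separately per screening campaign, cut at about 2.9% in these data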;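 further: PERK kinase domain activated by AP20187 dimerizer at 100 nM; 0% = DMSO with dimerizer and 100% = rapamycin at 8.4 µM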
FXIa inh 1536 = human FXIa protease inhibitors, primary screen, biochemical, 1536-well. purified FXIa, Boc-Glu-Ala-Arg-AMC fluorogenic substrate. Coagulation factor XI (Homo sapiens), P03951. inhibition, % at 5 µM. AID 798, 2007. 220,000 compounds, 0.14% hits;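 active means inhibition of at least 40%; inactive means inhibition below 40%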;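 further: fluorescence of freed AMC excited at 355 nm; 0% = enzyme without compound and 100% = no enzyme blank; many of its hits are not listed in these tables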
hK5 inh = human KLK5 protease inhibitors, primary screen, biochemical, 1536-well | Kallikrein-5 (Homo sapiens), Q9Y337 | recombinant hK5, fluorogenic AMC substrate cleavage | inhibition, % at 5 µM | 210,000 compounds, 0.59% hits;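 active means inhibition of 40% or more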;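 further: 0% = enzyme controls without compound and 100% = no-enzyme blanks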
Target sequence (Q9Y337 67-293 limits assumed): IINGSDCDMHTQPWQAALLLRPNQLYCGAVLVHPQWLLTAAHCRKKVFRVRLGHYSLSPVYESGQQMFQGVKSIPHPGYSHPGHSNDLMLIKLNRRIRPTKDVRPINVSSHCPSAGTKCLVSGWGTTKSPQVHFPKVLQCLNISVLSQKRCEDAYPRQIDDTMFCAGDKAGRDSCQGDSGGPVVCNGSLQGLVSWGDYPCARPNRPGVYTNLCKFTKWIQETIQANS
Numbers without * were called inactive; . = no result given; [ ] = remark or other dose.

SMILES,Furin inh,hK5 inh,Cl transport mod,PERK inhibitor,Thrombin inh,FXIa inh 1536,Wee1 degr inh,FXIIa inh 1536,p97 inhibitor
O=c1nc2ccccc2c2n1CC(CN1CCN(Cc3ccccc3)CC1)N2 (stereo not drawn),-18,0,.,-0.3,-6,-5,-3,-1,0
O=C1Nc2ccccc2N(O)N1c1cc(-c2cccc(Cl)c2)no1,-22[20 µM],-18,0.7,0.7,-3,4,2,-4,5
COc1cccc(NC(=S)N(CCCN2CCOCC2)Cc2cn(C)c3ccccc23)c1,-15,-1,-1.6,-0.1,3,5,-1,4,0
C=CCN1C2CCCC1CC(NC(=O)Nc1cc(C)cc(C)c1)C2 (stereo not drawn),-20,22,0.007,-0.8,30,11,-2,15,-3
Cc1nc2cc(-c3cccc(F)c3)nn2c(C)c1CCC(=O)NC(C)c1ccc2c(c1)OCCO2 (stereo not drawn),4,-6,-0.88,-0.9,-6,0,4,8,-1
CSc1cccc(NC(=O)c2c(Cl)cnn2C)c1,-4[20 µM],-15,0.1,0.0,1,6,1,17,-4
O=S(=O)(NNc1nccc(C(F)(F)F)n1)c1cccc(Cl)c1Cl,-14,-10,0.021,-0.2,-1,4,3,3,1
COCCCNS(=O)(=O)c1ccc2c(c1)OCCO2,-11,5,-0.11,-0.7,1,15,-1,10,-4
CC(C)c1ccc(OCC(O)CN2CCN(c3ccccc3)CC2)cc1 (stereo not drawn),-8,-8,0.26,-0.5,1,-4,-1,11,4
CCOC(=O)c1c(NC(=O)C2C3C=CC(CC3)C2C(=O)O)sc(C)c1CC (stereo not drawn),-17,-8,-0.19,-0.5,-4,2,-2,1,-5
CN(C)c1nc(C(=O)Nc2ccccc2)nc(N(C)C)n1,-21[20 µM],-7,-0.78,-1.7,-6,-13,-3,-8,-5
COCCN1C(=O)c2[nH]nc(-c3ccccc3O)c2C1c1ccc(OC)cc1 (stereo not drawn),-22,5,-0.03,-0.5,1,7,-2,12,5
O=C(CCN1C(=O)COc2ccccc21)NCCN1CCN(c2cccc(Cl)c2)CC1,-4[20 µM],-16,.,-0.6,2,0,6,15,0
O=C(C1CC1)N1CCN(C(c2ccccc2)c2ccccc2)CC1,-10[20 µM],-4,-0.35,-0.3,2,3,1,14,-1
COc1ccccc1N1CCN(S(=O)(=O)c2ccc3nc(-c4ccccc4)[nH]c3c2)CC1,-13,-5,-0.77,-0.2,0,20,3,27,7
COc1ccccc1CNC(=O)COC(=O)c1cccnc1SCC(=O)NCc1ccccc1OC,-23,6,-1.9,1.4,-1,0,-1,10,-1
CC(C)N(C(=O)COC(=O)c1ccccc1C(=O)c1ccc(Cl)c([N+](=O)[O-])c1)C(C)C,-23,1,-0.03,-0.1,0,-1,4,14,-1
O=C(CCN1C(=O)COc2ccccc21)NCCN1CCN(c2ccccc2F)CC1,-20,-30,-0.013,-1.2,0,-3,-1,2,9
CCN(C(=S)Nc1ccccc1F)C1CCCCC1,-14[20 µM],3,.,0.8,7,6,-3,20,4
Cc1cc2cc(CN(CCCN3CCOCC3)C(=O)NC3CCCCC3)c(=O)[nH]c2cc1C,-17[20 µM],0,1.1,-0.2,4,-1,1,20,-3
CC(=O)Nc1ccc(NC(=O)c2ccc(Cn3cc(Cl)cn3)cc2)cc1,-11,-5,-1.8,1.5,3,18,0,6,6
CCC(=O)c1ccc(OCC(O)CNCc2ccc(F)cc2)cc1 (stereo not drawn),-24,-7,-0.25,-0.8,-11,-14,0,-6,-2
CC(C)(C)NCc1cc(Br)ccc1OCc1cccs1,-21,-4,-0.22,-0.3,-10,3,0,11,5
COc1ccccc1NC(=O)c1ccc([N+](=O)[O-])cc1[N+](=O)[O-],-24,-3,0.83,0.1,-1,-7,-3,5,-3
O=C(NN=C1CCCC1)c1cc(-c2ccccc2)n[nH]1,-10,-16,1.2,0.9,-6,4,-4,11,-2
COc1ccc(C2=NN(CC(=O)NCc3ccco3)C(=O)CC2)cc1,-7,-26,-0.31,-0.1,-6,-1,5,8,-3
COc1cc(OC)c(OC)cc1NC(=O)CC1COc2ccccc2O1 (stereo not drawn),-13[20 µM],-12,-0.62,-1.3,0,5,4,15,-4
COc1ccc(Cc2noc(CN3CCCN(Cc4ccc(F)cc4)CC3)n2)cc1OC,-15,5,0.017,-1.2,-5,8,-1,14,-5
COc1ccc(Cl)cc1NS(=O)(=O)c1ccc(S(=O)(=O)N2CCCC2)cc1,-12,-3,-0.87,0.2,-12,5,1,3,2
O=C(CCc1ccccc1)NNC(=O)c1ccccn1,-13,-23,1.7,0.4,5,-6,0,13,1

Whole records, quoted from the list. Screens in order: Furin inh | hK5 inh | Cl transport mod | PERK inhibitor | Thrombin inh | FXIa inh 1536 | Wee1 degr inh | FXIIa inh 1536 | p97 inhibitor
Results for CC(C)c1ccc(OCC(O)CN2CCN(c3ccccc3)CC2)cc1 (stereo not drawn) = -8 | -8 | 0.26 | -0.5 | 1 | -4 | -1 | 11 | 4
Results for CN(C)c1nc(C(=O)Nc2ccccc2)nc(N(C)C)n1 = -21[20 µM] | -7 | -0.78 | -1.7 | -6 | -13 | -3 | -8 | -5

Additional records:
SMILES,Furin inh,hK5 inh,Cl transport mod,PERK inhibitor,Thrombin inh,FXIa inh 1536,Wee1 degr inh,FXIIa inh 1536,p97 inhibitor
COc1ccc(CCNC(=O)c2ccc(-c3ccc([N+](=O)[O-])cc3Cl)o2)cc1OC,-6,-10,-0.92,-0.8,-13,-2,-2,-1,-8
N/C(Cc1ccc(Cl)cc1Cl)=N\OC(=O)c1cccs1,-10[20 µM],-11,0.2,0.2,1,-2,6,13,3
C/C(=N/NC(=O)c1cnccn1)c1cccs1,-10,-4,-0.02,0.1,-9,-6,1,8,2
CCN(CC)c1ccc(/C=N/NC(=O)c2cccc(S(=O)(=O)Nc3ccccc3OC)c2)cc1,-38,-3,-1.7,0.4,4,1,2,11,3
Cc1cc(NS(=O)(=O)c2ccc(NC(=O)COc3ccccc3Cl)cc2)no1,-26[20 µM],-11,.,1.0,0,2,0,-4,1
Cc1cc(C)n(C(=O)c2ccc(Cl)c(F)c2F)n1,-2,-2,1.1,1.7,3,-1,1,4,2
Cc1cc(C)nc(NS(=O)(=O)c2ccc(NC(=O)CSc3nc4ccccc4[nH]3)cc2)n1,-21,-15,0.78,0.1,-1,-6,2,3,0
c1ccc(CC2CCN(c3nnnn3-c3ccccc3)CC2)cc1,-15,-2,.,-0.3,-4,-12,-1,4,-4
O=C(CCS(=O)(=O)c1ccc(Br)cc1)N1CCN(c2ccccc2)CC1,-8,8,-1.2,-1.5,-2,-6,4,9,-7
Cc1ccc(C2NC(c3ccc(C)cc3)C([N+](=O)[O-])C(C)(C)C2[N+](=O)[O-])cc1 (stereo not drawn),-25,-3,0.58,0.7,-7,5,-4,0,-2
CC1CCCCN1S(=O)(=O)c1cccc(S(=O)(=O)N2CCOCC2)c1 (stereo not drawn),-14,4,0.78,-1.1,1,4,5,8,3
Cn1c[n+](C)cc1-c1ccc(/C(N)=N/O)cc1,-16,-9,0.59,0.8,-7,4,3,6,2
CCCNS(=O)(=O)c1ccc(OCC(=O)Nc2ccccc2F)cc1,1[20 µM],-25,-0.00099,0.1,2,11,0,13,-9
CCOC(=O)/C(=N\Nc1cc(Cl)ccc1Cl)N1CC(C)OC(C)C1 (stereo not drawn),-29,1,0.16,0.9,1,-1,-1,9,0
CCOC(=O)c1ccc(NC(=O)C2CCCN(S(=O)(=O)c3ccc(F)cc3)C2)cc1 (stereo not drawn),-20[20 µM],-7,-0.27,-1.1,6,13,0,30,-2
Cc1c(CCC(=O)O)c(=O)oc2cc3oc4c(c3cc12)CCCC4,-14,1,-2.4,0.6,-3,-1,1,5,3
O=C(Nc1ccc(N2CCCC2)cc1)C(c1ccccc1)c1ccccc1,-12[20 µM],-15,0.22,-0.2,-9,-8,5,2,12
Cc1ccccc1-n1c(SCC(=O)N/N=C/c2c(C)nn(-c3ccccc3)c2C)nc2ccccc2c1=O,-14,-18,0.53,-1.1,-4,0,0,5,1
CC(C)(C)N(NC(=O)OCc1ccccc1)C(=O)c1ccccc1Cl,-13,-2,-0.73,-0.2,0,3,-1,6,5
CCOC(=O)C1CCN(C(=O)COc2ccc(S(=O)(=O)NC(C)(C)C)cc2)CC1,-19[20 µM],30,.,0.3,0,2,0,10,-1
N#CCCCSc1nnc(-c2ccc(Cl)cc2)n1-c1ccccc1,-22,11,-1.5,-0.2,-2,0,6,2,2
Cc1cccc(NC(=S)NC2CC3CCCC(C2)N3CC(C)C)c1 (stereo not drawn),-7[20 µM],-13,-0.0036,-1.3,0,20,-2,29,-6
O=C(COC(=O)Cc1ccccc1F)Nc1ccc2c(c1)OCO2,-24,3,0.82,1.3,1,1,1,12,7
Cc1c(C(=O)C(=O)N2CCN(C)CC2)c2ccccc2n1C,-15,-6,0.45,-0.1,-12,-3,0,-3,-2
O=[N+]([O-])c1cccc(S(=O)(=O)N2CCC(c3nc(-c4ccncc4)no3)CC2)c1,-6[20 µM],-9,-2.2,0.5,-2,3,1,13,-1
CCN(CC)S(=O)(=O)c1ccc(N2CCOCC2)c(NC(=O)Cc2cccc3ccccc23)c1,-7,-7,-1.5,0.5,-16,2,-2,5,1
CN1CCN(c2nc(-c3ccncc3)nc3ccccc23)CC1,-19[20 µM],-5,-1,-0.5,2,1,-3,18,4

Random draw from the library; about 4.4% have a hit in one of these screens.
